# From PubChem BioAssay
# NPY2 pot ag: potentiators or agonists of human neuropeptide Y receptor Y2; cells expressing NPY-Y2, potentiator/agonist read-out; activation, % at 3.6 µM; hit rate 0.45% among 220,000; AID 1359; in the data active = activation above about 27%;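 note: cells stimulated with NPY near EC25 plus isoproterenol at EC100; 0% = vehicle plus submaximal agonist and 100% = vehicle plus saturating agonist; some results beyond the cut were filed as inactive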
# Target sequence (P49146 whole entry, looked up): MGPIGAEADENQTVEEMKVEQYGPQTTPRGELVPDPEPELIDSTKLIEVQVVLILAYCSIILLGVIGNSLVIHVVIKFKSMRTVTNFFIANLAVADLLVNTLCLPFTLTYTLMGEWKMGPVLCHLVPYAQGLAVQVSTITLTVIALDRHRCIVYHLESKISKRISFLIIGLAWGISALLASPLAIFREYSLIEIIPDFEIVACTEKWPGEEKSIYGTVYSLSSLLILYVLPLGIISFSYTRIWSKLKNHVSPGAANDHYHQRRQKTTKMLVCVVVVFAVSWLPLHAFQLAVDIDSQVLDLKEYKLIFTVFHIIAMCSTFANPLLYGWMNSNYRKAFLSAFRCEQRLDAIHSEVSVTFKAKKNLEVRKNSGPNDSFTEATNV
# CHOP inh: CHOP inhibition in unfolded protein response; CHO-K1 CHOP-promoter luciferase, tunicamycin-induced, 15-18 h; inhibition, % at 10 µM; hit rate 3.8% among 220,000;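 active = compounds that reduced the stress-induced luciferase reporter signal by more than about 70% of percent inhibition, limit read from the data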;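 note: 0% = tunicamycin plus vehicle and 100% = wells without tunicamycin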
# zfTRPN1 agonist: activates the zebrafish TRPN1 channel; AID 1424; HEK293 zebrafish TRPN1-YFP, Fluo-8 calcium fluorescence; 100% = response to 87 µM carbachol; hit rate 0.18% among 220,000; activation, % at 3 µM;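 active = activation above its plate's cutoff, the mean activation of test wells on that plate plus 3 SD, cut at about 19% in these data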;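 note: 0% = DMSO alone and 100% = 87 µM carbachol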
#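 Material: zebrafish TRPN1-YFP in HEK293 cells. Doses: one dose of 3 µM, 0.3% DMSO. Incubation: dye 1 h 37 °C plus 30 min RT. Measured by: intracellular calcium fluorescence with Fluo-8.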
# S1P4 ag: activates the human S1P4 receptor; S1P4-expressing cell line, agonist reporter assay; O95977; hit rate 0.35% among 220,000; activation, % at 4.98 µM; in the data active = activation above about 11%;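 note: 0% = DMSO vehicle and 100% = reference agonist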
# S1P4 antag: antagonists of human S1P4 receptor. O95977. S1P4-expressing cells, antagonist mode, reporter read-out. inhibition, % at 4.98 µM. hit rate 0.26% among 220,000. AID 1510; in the data active = inhibition above about 29%;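 note: 0% = wells stimulated with agonist and 100% = vehicle wells without agonist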
# NPY-Y1 PAM-ag: potentiators or agonists of human neuropeptide Y receptor Y1; activation, % at 3.6 µM; NPY-Y1 expressing cells, potentiator/agonist activation; P25929; AID 1304; hit rate 0.37% among 220,000; in the data active = activation above about 33%, passing the limit was not always enough;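 note: cells stimulated with NPY at EC10 then isoproterenol at EC100; 0% = low agonist plus stimulus and 100% = saturating agonist plus stimulus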
# Target sequence (P25929 whole entry, looked up): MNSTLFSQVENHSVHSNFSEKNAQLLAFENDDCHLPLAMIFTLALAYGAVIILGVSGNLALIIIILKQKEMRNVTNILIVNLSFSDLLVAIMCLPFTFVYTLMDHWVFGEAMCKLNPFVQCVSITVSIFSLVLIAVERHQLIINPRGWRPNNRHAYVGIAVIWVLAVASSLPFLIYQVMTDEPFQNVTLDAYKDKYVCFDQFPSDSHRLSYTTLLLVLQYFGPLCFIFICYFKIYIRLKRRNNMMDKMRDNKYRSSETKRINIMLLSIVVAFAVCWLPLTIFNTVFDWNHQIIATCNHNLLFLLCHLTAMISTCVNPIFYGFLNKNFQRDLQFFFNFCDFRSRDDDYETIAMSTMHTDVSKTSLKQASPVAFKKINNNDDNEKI
# NPY Y1 blocker: NPY-Y1 (human) receptor antagonism. HEK293-CNG Y1 cells, membrane potential fluorescence; NPY at EC95, then isoproterenol. inhibition, % at 3.6 µM. hit rate 1% among 200,000. AID 1040;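 active = inhibition above the campaign mean inhibition of all tested compounds plus 3 SD, cut at about 20% in these data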;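 note: 0% = DMSO wells given NPY plus isoproterenol and 100% = isoproterenol alone without NPY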
#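 Assay system: HEK293 cells with Y1 receptor plus CNG channel | Probe or stimulus: NPY (25 nM), isoproterenol (1 µM), Ro 20-1724 (25 µM) | Timing: Compound incubation 1 h at room temperature, readout 45 min post-stimulation | Measured by: Membrane-potential fluorescent dye readout | Benchmarks: High control isoproterenol alone, low control NPY with isoproterenol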
# TRPML3 ag: agonists of human TRPML3 channel | hit rate 0.29% among 220,000 | HEK293 TRPML3-YFP, Fluo-8 calcium fluorescence; 100% = the carbachol control signal | activation, % at 3 µM;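 active = activation above its plate's cutoff, the mean activation of the plate's test wells plus 3 SD, cut at about 12% in these data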;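 note: 0% = DMSO only wells and 100% = carbachol wells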
#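 Test system: TRPML3-YFP stable HEK293 cells. Doses: single point at 3 µM. Incubation: dye loading 1 h 37 °C then 30 min ambient, 125 s read. Signal: Fluo-8 calcium dye fluorescence, ex 470-495, em 515-575 nm. Measure: percent activation from peak-to-basal fluorescence ratio, scaled between DMSO and carbachol.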
# EP2 mod: EP2 receptor (human) modulation; hit rate 0.83% among 260,000; induction, % at 25 µM; P43116; EP2-expressing cells, cAMP HTRF FRET, PGE2 co-stimulation;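 active = compounds whose cAMP rise, as percent of the full-agonist control response, exceeds 60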;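 note: rat C6 glioma line stably carrying human EP2 under a CMV promoter; the protocol text gives 20 µM as final concentration; 100% = response of wells given 1 µM PGE2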
# Target sequence (P43116 whole entry, looked up): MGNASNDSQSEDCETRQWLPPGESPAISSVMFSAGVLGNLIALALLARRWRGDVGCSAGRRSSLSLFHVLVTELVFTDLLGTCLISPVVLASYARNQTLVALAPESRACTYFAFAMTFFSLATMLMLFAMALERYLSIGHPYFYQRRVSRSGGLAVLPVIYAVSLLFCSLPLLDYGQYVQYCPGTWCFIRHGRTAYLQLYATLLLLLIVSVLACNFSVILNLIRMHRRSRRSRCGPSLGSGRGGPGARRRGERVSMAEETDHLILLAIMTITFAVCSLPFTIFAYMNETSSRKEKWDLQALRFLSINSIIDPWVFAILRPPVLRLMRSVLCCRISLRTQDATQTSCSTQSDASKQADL
# Numbers without * were called inactive; / = not tested or not shown; & = joins results of further samples. Compounds as they come; overall some 6.5% were active at least once.
# Every second line gives: NPY2 pot ag	CHOP inh	zfTRPN1 agonist	S1P4 ag	S1P4 antag	NPY-Y1 PAM-ag	NPY Y1 blocker	TRPML3 ag	EP2 mod
COC(=O)C1=C(C)OC(N)=C(C#N)C1C1CCCCC1 (stereo not given)
→ -2	37	-1.0	0.7	16	13	-1	-0.1	19
COc1cccc(NC(=O)N(C2CCCCC2)C(C)c2cccs2)c1 (stereo not given)
→ 15	43	0.4	-0.7	-7	19	0	-0.1	39
O=C(COC(=O)c1ccc2ncsc2c1)NC(=O)c1ccccc1
→ -11	7	1.6	-0.3	-8	4	9	0.4	-23
CCN(CC)CCNC(=O)c1cc(Sc2nnc(C)s2)nc2ccccc12
→ 2	3	-1.1	-1.5	2	-6	1	0.4	-7
O=C(NCc1ccccn1)c1cnc2sccn2c1=O
→ -9	-6	0.6	-0.6	0	0	-7	-0.1	0
CN(C(=O)c1ccc(Cl)cc1)C1=CCCCC1CCC#N (stereo not given)
→ 0	16	-0.3	0.3	8	17	6	0.6	16
FC(F)(F)c1nnc2ccc(-n3ccnc3)nn12
→ -12	13	1.6	2.5	-5	-7	-2	0.3	20
O=C(C1CCC(CNc2c(N3CCCCC3)c(=O)c2=O)CC1)N1CCCC1 (stereo not given)
→ -2	-9	2.7	0.2	7	8	/	1.2	-33
COc1ccc(N2CCN(C(=O)CN3CCN(c4nc(-c5ccc(F)cc5)cs4)CC3)CC2)cc1
→ -3	80*	-1.2	-2.5	-5	17	-4	-0.1	-73
COc1cccc(C(=O)CSc2nnc(-c3cccs3)o2)c1
→ -13	5	0.5	-1.5	-1	-10	5	-0.2	6
O=C(N/N=C/c1cc(Br)ccc1O)C(c1ccncc1)N1CCOCC1 (stereo not given)
→ 9	50	1.3	0.6	-5	-19	1	1.0	7
O=C(Nc1cccc(-c2cnc3ccccc3n2)c1)c1ccncc1
→ 1	9	1.8	-1.8	7	-6	-2	1.3	-11
CCC(C)(C)NC(=O)c1ccc2c(c1)S(=O)(=O)c1ccccc1C2=O
→ -17	5	0.7	-0.5	-13	-52	12	-0.1	-37
COC(=O)c1ccc(COc2nc(C)cc(C)c2C#N)o1
→ 1	38	0.4	1.4	-1	-12	5	-1.0	45
CC1=C(C(=O)OC2CCCCCCC2)C(c2cccc(O)c2)NC(=O)N1 (stereo not given)
→ -2	55	-0.9	-1.0	11	8	-5	0.0	18
FC(F)Oc1ccc(NC(=S)N2CCc3ccccc32)cc1
→ 5	10	-1.2	-2.2	10	14	-4	0.2	-78
CCOC(=O)N1CCC(n2c(=S)[nH]c3cc(OC)c(OC)cc3c2=O)CC1
→ -4	-9	0.7	-0.7	2	-9	1	0.7	5
CCS(=O)(=O)N1Cc2ccccc2CC1C(=O)OCC(=O)Nc1ccc(SC(F)F)cc1 (stereo not given)
→ 8	93*	0.8	0.8	2	5	2	0.5	3
O=C(CNC(=O)c1cccc(Cl)c1)N/N=C/C=C/c1ccccc1
→ 6	16	-2.9	-0.3	-27	5	-2	-1.1	-36
CCOC(=O)c1cn(CC#N)c2cc(F)c(F)cc2c1=O
→ 14	5	1.7	0.3	-16	8	2	0.8	32
COc1ccc(-c2cnc(N)nc2-c2ccc(OC)cc2O)cc1
→ -1	64	-2.6	0.9	-7	-9	8	0.0	-45
CC(=O)c1ccc(N2CCN(C(=O)CCCc3nc4ccccc4s3)CC2)cc1
→ 3	25	5.0	2.1	8	-6	2	1.4	-47
Cc1cc(C(=O)CN2C(=O)NC3(CCCc4ccccc43)C2=O)c(C)n1Cc1ccccc1 (stereo not given)
→ -6	43	0.7	-3.1	0	10	3	0.6	5
COc1ccc(Cl)cc1N(CC(=O)N1CCC(C)CC1)S(C)(=O)=O
→ 11	26	1.0	0.3	10	-8	-5	-0.1	10
O=C(NC1=NCCS1)c1cc(-c2cccc(Br)c2)nc2ccccc12
→ 10	58	1.4	0.4	-10	10	-3	0.9	0
O=C(NN1CCN(Cc2ccccc2)CC1)c1ccc(N2CCOCC2)c([N+](=O)[O-])c1
→ -12	2	0.8	-0.6	0	-7	0	0.8	6
O=C(NCc1ccccc1Cl)C1CCN(S(=O)(=O)N2CCCCCC2)CC1
→ -14	42	3.8	0.8	-6	-5	-2	0.5	-14
CC1CCC(NC(=O)Cn2ncc3ccccc32)CC1 (stereo not given)
→ 8	1	1.1	1.6	-15	8	1	-0.9	14
CCOC(=O)CSC(CC)C(=O)Nc1nnc(CC)s1 (stereo not given)
→ 7	-3	-0.5	-2.5	-10	1	6	-0.7	12
C=CCNS(=O)(=O)c1cc(S(=O)(=O)NCC=C)c(OC)cc1OC
→ -5	-14	0.7	-0.5	-3	1	0	0.9	-5
COc1ccc(S(=O)(=O)N2CCCCC2)cc1C(C)C
→ 1	57	2.7	0.2	1	0	4	74*	40
Nc1nnc(-c2cc3ccccc3oc2=O)s1
→ 0	-44	0.2	0.7	-1	-2	4	0.2	-1
CSc1nc(SCC(=O)O)c2c3c(sc2n1)COC(C)(C)C3
→ -19	-8	0.7	0.4	12	-3	/	-0.2	-3
Cc1cc(C)n(CC(=O)c2ccc(Cl)cc2)n1
→ -6	6	-0.6	-1.0	8	-10	3	-0.5	-3
Cc1ccc(/C=C2/Sc3ccccc3N(CC(=O)NCCCOC(C)C)C2=O)cc1
→ -7	50	-1.6	1.4	-30	0	0	0.1	54
CC(C)Sc1oc(-c2ccco2)nc1S(=O)(=O)c1ccccc1
→ -4	46	-0.3	-0.4	-7	-17	1	-0.2	43
COc1cc(C(=O)NCCCNc2nc3c(C)cc(C)cc3cc2C#N)cc(OC)c1OC
→ -6	12	-0.7	0.6	-10	-24	7	-1.1	-67
CCc1ccc(CCC(=O)Nc2sc(C)c(C)c2C(=O)OC)o1
→ 4	83*	-1.8	0.0	8	-13	11	0.5	39
Cc1ccc(S(=O)(=O)N2CCCN(S(=O)(=O)c3ccc(C)c(C)c3)CC2)cc1C
→ -2	30	1.7	-0.9	21	-15	8	0.2	9
CC(C)Sc1nnc([C@H](Cc2ccccc2)NC(=O)OC(C)(C)C)o1
→ -17	11	-1.2	2.2	-1	3	/	-1.0	2
Cc1ccccc1OCC(=O)O/N=C(\N)Cc1cccs1
→ -16	-30	-1.2	-0.5	2	29	4	-0.9	2
CC(=O)Nc1cccc(NC(=S)Nc2ccc(F)cc2F)c1
→ -2	10	1.7	0.6	-9	-24	-1	1.3	4
COc1ccc(C=C(c2ccc(OC)cc2)c2ccc(OC)cc2)cc1
→ -4	47	0.8	-1.5	11	-33	15	0.4	29
Nn1c(COc2cccc(Br)c2)nnc1SCC(=O)N1CCc2ccccc2C1
→ 5	36	-0.9	-2.4	-1	5	-4	-0.7	-43
CCOC(=O)c1c(C)n(C)c2ccc(OC)c(NC(=O)CN3CCC(C(=O)OCC)CC3)c12
→ 11	-11	0.9	-1.0	-12	10	/	0.5	3
Cc1cc(Nc2cccc([N+](=O)[O-])c2)c2ccccc2n1
→ -6	23	1.6	-1.5	-4	8	10	1.3	-14
CS/C(=N/S(=O)(=O)c1ccc(C)cc1)c1ccccc1
→ 3	37	0.4	-1.2	-3	-7	6	0.7	40
COc1ccc(OCC(=O)N2CCN(C(=O)c3cccc4ccccc34)CC2)cc1
→ 5	5	0.5	-0.8	-16	-18	0	0.5	-8
O=C(c1ccc2ccccc2c1)c1c[nH]cc1-c1ccccc1
→ 18	60	-0.9	1.5	25	-8	-7	-0.3	-9
Cc1cccn2c(=O)c(/C=C(\C#N)C(=O)NC3CCS(=O)(=O)C3)c(N3CCC(C(N)=O)CC3)nc12 (stereo not given)
→ 2	7	0.0	1.6	1	-6	4	1.0	11
CCCC(c1nnnn1CCc1ccccc1)N1CCC(C(N)=O)CC1 (stereo not given)
→ 8	-3	0.2	0.4	-8	-17	11	2.3	-5&15
CCN1CCN(Cc2c(O)ccc3c2O/C(=C\C=C\c2ccccc2)C3=O)CC1
→ 4	-53	1.1	0.0	-6	-8	6	0.5	0
CCOC(=O)C1C2C=CC3(CN(Cc4ccco4)C(=O)C13)O2 (stereo not given)
→ -3	1	0.3	1.1	-3	11	2	-0.2	14
C=C(C)CNC(=S)N/N=C(\C)c1ccc(Cl)s1
→ -5	36	-0.9	1.1	-6	-36	6	0.8	-15
Cc1ccc(Sc2ccc(N)cc2C#N)cc1
→ 1	/	-1.9	0.2	-10	-14	-1	-1.5	/
Cc1nc2oc3ccccc3c(=O)c2c(=O)n1Cc1ccccc1
→ 6	20	0.0	2.5	-13	-23	-4	-0.1	18
COc1ccc(NC(=O)N[C@@H](Cc2ccccc2)C(=O)NN)cc1
→ 18	24	0.5	1.3	-11	7	/	0.7	11
CCOc1cc(C(N)=O)cc(Cl)c1OCC
→ -4	27	0.9	-0.8	-9	8	1	0.3	6
COc1ccc(-c2csc(N(Cc3ccco3)C(=O)c3cccs3)n2)cc1
→ -2	23	2.1	-0.3	-7	-6	/	-0.3	42
COC(=O)C(C)Sc1nc2c([nH]c3ccccc32)c(=O)n1C (stereo not given)
→ 7	39	-1.5	-2.0	-17	10	-1	0.7	-32

# Later entries.
# Every second line gives: NPY2 pot ag	CHOP inh	zfTRPN1 agonist	S1P4 ag	S1P4 antag	NPY-Y1 PAM-ag	NPY Y1 blocker	TRPML3 ag	EP2 mod
COCc1nc(-c2ccc(-c3ccc(OC)cc3)nc2OC)no1
→ 3	31	-1.1	-1.7	-4	15	-2	-0.1	5&-20
CCOC(=O)N1CCC(N2C(=O)c3ccccc3C2Nc2ccc(S(=O)(=O)N(CC)CC)cc2)CC1 (stereo not given)
→ 6	-10	-0.2	0.6	-9	-15	7	1.0	-17
O=C(NCCCl)Nc1ccc(Cl)c([N+](=O)[O-])c1
→ 2	22	0.2	-0.6	3	14	2	1.6	-57
CC(=O)Oc1ccc(C(=O)Nc2ccc3c(c2)C(=O)N(CCC(=O)O)C3=O)cc1
→ -16	-2	1.0	0.0	1	-10	9	0.2	7
CCOC(=O)c1c(-c2ccc(C)o2)csc1NC(=O)CN(C)CC(=O)Nc1ccc(C)cc1
→ -11	89*	1.6	-3.1	-15	-6	-3	0.1	28
O=C(CCC1CC(=O)Nc2ccccc21)NCc1ccc(F)cc1 (stereo not given)
→ -26	7	0.9	0.5	-5	68*	4	0.0	-7
O=C(/C=C/c1ccc(S(=O)(=O)N2CCOCC2)cc1)N(CCO)Cc1ccccc1
→ -10	-13	1.0	0.7	6	-4	3	0.6	-13
CC(=O)c1ccc(NS(=O)(=O)c2ccc(C(C)(C)C)cc2)cc1
→ 13	-4	2.1	0.7	1	10	0	0.7	-3

# 3 structures already listed, ordered by molecular weight, largest number first.
# Every second line gives: NPY2 pot ag	CHOP inh	zfTRPN1 agonist	S1P4 ag	S1P4 antag	NPY-Y1 PAM-ag	NPY Y1 blocker	TRPML3 ag	EP2 mod
O=C(C1CCC(CNc2c(N3CCCCC3)c(=O)c2=O)CC1)N1CCCC1 (stereo not given)
→ -2	-9	2.7	0.2	7	8	/	1.2	-33
CC(C)Sc1oc(-c2ccco2)nc1S(=O)(=O)c1ccccc1
→ -4	46	-0.3	-0.4	-7	-17	1	-0.2	43
CC1CCC(NC(=O)Cn2ncc3ccccc32)CC1 (stereo not given)
→ 8	1	1.1	1.6	-15	8	1	-0.9	14
